# Assay outcomes (PubChem)
# ADAM10 inh: human ADAM10 inhibitors, primary screen, biochemical, QFRET, HTS | 370,000 compounds, 0.62% hits | inhibition, % at 7 µM | AID 720582, 2013 | recombinant ADAM10, EDANS/DABCYL FRET peptide cleavage, 3 h | Disintegrin and metalloproteinase domain-containing protein 10 (Homo sapiens), O14672;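 active = inhibition above a per-campaign cutoff equal to the mean of compounds falling between control-based bounds plus 3 SD, cut at about 20% in these data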;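 also: 0% = DMSO wells while the 100% control is not disclosed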
# TDP2 inh: human TDP2 enzyme inhibitors, primary screen, biochemical, epi absorbance, recombinant enzyme | inhibition, % at 12.8 µM | T5PNP hydrolysis, p-nitrophenol absorbance 415 nm | AID 720702, 2013 | 370,000 compounds, 0.34% hits | Tyrosyl-DNA phosphodiesterase 2 (Homo sapiens), O95551;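 active = inhibition above the mean of all tested compounds plus 3 SD, set per campaign, cut at about 25% in these data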;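 also: 0% = DMSO with enzyme and 100% = buffer with substrate but no TDP2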
# Target sequence (O95551 whole entry, looked up): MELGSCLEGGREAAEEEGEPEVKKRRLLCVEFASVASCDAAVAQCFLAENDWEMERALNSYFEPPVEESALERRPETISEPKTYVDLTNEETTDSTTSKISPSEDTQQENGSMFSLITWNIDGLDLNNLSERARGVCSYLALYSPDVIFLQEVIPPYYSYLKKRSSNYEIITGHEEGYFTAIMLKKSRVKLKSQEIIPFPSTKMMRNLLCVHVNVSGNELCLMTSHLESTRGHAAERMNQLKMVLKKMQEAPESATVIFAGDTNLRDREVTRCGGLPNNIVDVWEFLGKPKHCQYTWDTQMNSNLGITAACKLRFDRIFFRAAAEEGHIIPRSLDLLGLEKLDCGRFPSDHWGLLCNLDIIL
#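 Assay system: Recombinant human TDP2 | Quantity: 120 nM TDP2 per well | Incubation: 2 h at 37 °C | Signal: Epi absorbance | Evaluation: Percent inhibition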
# KLK7 zymogen act: proKLK7 zymogen activators, primary screen, biochemical, fluorescence intensity; purified proKLK7, EDANS-DABCYL substrate fluorescence; 100% is mature enzyme control, 0% vehicle; activation, % at 7 µM; 370,000 compounds, 0.9% hits; AID 652039, 2013;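 active = activation above the mean of all tested compounds plus 3 SD, computed per campaign excluding outliers beyond control limits, cut at about 13% in these data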
# Target sequence (P49862 whole entry, looked up): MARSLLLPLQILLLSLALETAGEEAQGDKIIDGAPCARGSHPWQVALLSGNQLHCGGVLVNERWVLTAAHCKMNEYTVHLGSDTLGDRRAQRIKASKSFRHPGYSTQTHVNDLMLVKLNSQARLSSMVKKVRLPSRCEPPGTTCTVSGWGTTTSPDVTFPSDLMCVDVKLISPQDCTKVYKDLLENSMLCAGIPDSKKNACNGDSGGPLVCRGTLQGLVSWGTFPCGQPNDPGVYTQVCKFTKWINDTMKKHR
# ADAM17 inh: ADAM17 inhibitors, primary screen, biochemical, QFRET; Disintegrin and metalloproteinase domain-containing protein 17 (Homo sapiens), P78536; recombinant ADAM17, EDANS/DABCYL FRET peptide cleavage; inhibition, % at 6.95 µM; 370,000 compounds, 0.83% hits; AID 720648, 2013;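 active = inhibition above the mean of compounds lying between control limits plus 3 SD, set per campaign, cut at about 8.5% in these data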;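 also: 0% = DMSO-only wells as the low control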
# ASAP1 GAP inh: inhibitors of human ASAP1 ArfGAP activity, primary screen, biochemical, fluorescence polarization; ASAP1-stimulated ARF1 GTP hydrolysis, GDP FP detection; AID 624377, 2012; inhibition, % at 16.5 µM; 360,000 compounds, 0.19% hits; Arf-GAP with SH3 domain, ANK repeat and PH domain-containing protein 1 (Homo sapiens), …; in the data active = inhibition above about 25%;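 also: 0% = vehicle with enzyme and substrate and 100% = no enzyme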
# ARFGAP1 inh: inhibitors of rat ARFGAP1 GAP activity, primary screen, biochemical, fluorescence polarization, GDP tracer; Arfgap1-stimulated ARF1 GTP hydrolysis, GDP FP detection; inhibition, % at 16.5 µM; 360,000 compounds, 0.26% hits; AID 651572, 2012;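 active = inhibition above a per-plate limit, mean inhibition of low control wells plus 3 SD, cut at about 25% in these data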;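 also: 0% = DMSO wells with enzyme and 100% = wells lacking Arfgap1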
#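 Assay system: Rat Arfgap1 GAP domain (His6, aa 1-136), purified enzyme | Buffer or medium: HEPES 25 mM pH 7.5, NaCl 150 mM, MgCl2, DTT | Schedule: GTP hydrolysis reaction 2 h at 25 °C | Signal: FP of antibody-bound GDP Alexa 633 tracer, ex 620/em 688 nm | Measure: Percent inhibition of Arfgap1-stimulated GTP hydrolysis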
# Tn6 DDE FP: inhibitors of Tn6 peptide binding to fibrin DD(E), primary screen, biochemical, fluorescence polarization, human fibrin, Tn6 probe. Fibrinogen beta chain (Homo sapiens), P02675. Fibrin DD(E) TRITC-Tn6 fluorescence polarization displacement. inhibition, % at 8.3 µM. 370,000 compounds, 0.21% hits. AID 720509, 2013;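 active = inhibition above a per-campaign cutoff: mean of compounds within control limits plus 3 SD, cut at about 15% in these data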;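 also: 0% = median of all compound wells on the plate and 100% = blocking peptide control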
# Target sequence (P02675 whole entry, looked up): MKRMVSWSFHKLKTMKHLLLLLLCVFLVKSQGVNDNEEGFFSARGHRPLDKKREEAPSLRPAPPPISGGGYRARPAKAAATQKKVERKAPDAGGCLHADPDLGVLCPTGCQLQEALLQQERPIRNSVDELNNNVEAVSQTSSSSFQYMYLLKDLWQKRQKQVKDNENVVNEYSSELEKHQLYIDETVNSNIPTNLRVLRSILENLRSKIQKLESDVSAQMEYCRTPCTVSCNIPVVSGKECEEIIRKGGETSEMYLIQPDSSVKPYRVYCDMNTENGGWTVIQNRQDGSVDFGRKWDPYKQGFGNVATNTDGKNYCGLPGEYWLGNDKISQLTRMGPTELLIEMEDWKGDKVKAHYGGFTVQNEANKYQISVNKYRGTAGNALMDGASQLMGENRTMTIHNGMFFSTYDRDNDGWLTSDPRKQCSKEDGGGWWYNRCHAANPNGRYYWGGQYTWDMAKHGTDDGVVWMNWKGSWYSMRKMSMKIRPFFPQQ
# LEDGF integ inh: blockers of LEDGF/p75-dependent integrase strand transfer – biochemical, TR-FRET, high throughput, primary screen; 370,000 compounds, 0.64% hits; TR-FRET IN-LEDGF/p75 DNA integration, Eu/Cy5; inhibition, % at 3.7 µM;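 active = inhibition above the screen-wide mean plus 3 SD, cut at about 13% in these data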;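 also: signal is the Cy5 over europium emission ratio at 671 and 618 nm; 0% = plate median of compound wells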
# Tn7 DDE FP: inhibitors of Tn7 peptide binding to fibrin DD(E), primary screen, biochemical, fluorescence polarization, human fibrin, Tn7 probe; Fibrinogen beta chain (Homo sapiens), P02675; FP displacement of FITC-Tn7 peptide from fibrin DD(E); 0% = median of compound wells per plate; inhibition, % at 8.3 µM; 370,000 compounds, 0.13% hits;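 active = inhibition above the mean of compounds falling within the control limits plus 3 SD of them, cut at about 14% in these data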;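 also: 0% = plate median of compound wells and 100% = 10 µM Aha-Tn7 peptide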
#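 Measure: % inhibition scaled between sample-field median and high-control FP; Test system: human fibrin DD(E); Quantity: 2 µM final DD(E) protein; Doses: one dose, 8.3 µM nominal; Schedule: compound with protein 10 min, then 3 h after probe, room temperature; Detection: fluorescence polarization; Medium: Tris buffer with calcium and detergent, pH 7.8.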
# PLC-gamma1 inh: PLC-gamma1 enzyme inhibitors, primary screen, biochemical, fluorescence, purified enzyme; inhibition, % at 12.2 µM; fluorogenic substrate; 1-phosphatidylinositol 4,5-bisphosphate phosphodiesterase gamma-1 (Homo sapiens), P19174; 370,000 compounds, 0.84% hits; in the data active = inhibition above about 9.5%
# The depositor's hits bear a star; i = inactive. Outcome played no part in choosing rows; any-hit rate near 4.2%.
SMILES,ADAM10 inh,TDP2 inh,KLK7 zymogen act,ADAM17 inh,ASAP1 GAP inh,ARFGAP1 inh,Tn6 DDE FP,LEDGF integ inh,Tn7 DDE FP,PLC-gamma1 inh
CCOC(=O)N1CCC(Nc2c(-c3ccc(C)c(C)c3)c(=O)c2=O)CC1,3,2,0.3,-3,-1,-11,8,-1,5,-3
CCCC(C(=O)NC1CCCCC1)N(Cc1ccco1)C(=O)CNS(=O)(=O)c1ccccc1 (stereo not drawn),3,1,0.5,1,-12,-10,9,2,2,1
Cc1cc(OCC(=O)Nc2c(C)n(C)n(-c3ccccc3)c2=O)ccc1[N+](=O)[O-],3,-12,-0.4,-3,-4,-20,10,-2,6,-1
O=C(NCCCCCCCCCNC(=O)C(F)(F)F)C(F)(F)F,-1,4,-0.5,-7,-5,-4,-1,0,8,0
CC[C@@]1(C(=O)OC)N[C@H](CN(C)S(=O)(=O)c2ccc(-c3ccccc3)cc2)[C@@H]2C(=O)N(C)C(=O)[C@@H]21,7,-7,0.5,13*,8,-9,-7,3,-12,2
O=C(CSc1nc(-c2ccc(F)cc2)cs1)NCCN1C(=O)CSC1=O,-8,-2,-0.2,-4,8,-6,0,-7,-4,0
C=CCn1c(=S)[nH]c2scc(-c3cccs3)c2c1=O,7,13,-0.2,1,-5,-2,3,-2,4,-6
O=C(CSc1ncn[nH]1)Nc1ccccc1-c1ccccc1,-8,7,0.5,-6,0,-2,-5,-3,4,-1
CC1(c2nnc(-c3ccc(F)cc3)o2)CC(c2ccc([N+](=O)[O-])cc2)=NO1 (stereo not drawn),-10,0,-0.6,-4,-11,9,-4,0,11,1
COCC(=O)NC(C)c1nc2ccccc2[nH]1 (stereo not drawn),-5,-2,-0.3,2,-8,9,3,1,1,1
O=C(Cn1nnc(-c2ccccc2)n1)NCc1cccs1,12,-10,0.2,2,-7,3,-2,3,6,8
CSc1cccc(NC(=O)c2ccc(NC3=NC4CS(=O)(=O)CC4S3)cc2)c1 (stereo not drawn),13,-2,0.5,0,-4,-8,-1,-3,7,4
CCN(CC)CCNC(=O)CN1C(=O)COc2ccc(S(=O)(=O)N3CCOCC3)cc21,-2,-5,-0.1,3,6,5,-10,-8,-1,4
Cc1nnc(SCC(=O)Nc2ncc3c(n2)CC(C)(C)CC3=O)s1,-8,5,-0.3,-3,-4,0,6,-5,3,-2
O=C(CCC1CCCCC1)Nc1ccc(S(=O)(=O)Nc2nccs2)cc1,4,-7,-0.3,-1,4,7,5,-1,4,0
COc1ccc(NC(=O)CN(C)C(=O)CCNS(=O)(=O)c2ccc(Br)cc2)cc1,9,19,0.4,-1,-11,8,3,-1,-1,0
O=C(Cn1cnc(Cl)c1Cl)c1ccccc1,-5,-7,-0.1,-6,10,7,6,-9,9,0
O=C(Oc1nsnc1N1CCOCC1)N1CCCCC1,4,-5,0.2,0,0,1,-3,2,-7,1
CCOC(=O)[C@H]1[C@H]2COc3cc(OC)ccc3[C@@H]2N2C(=O)c3cc(C)ccc3NC(=O)[C@@]12C,10,4,0.2,2,-2,-1,-10,2,-2,-1
COc1ccc(-c2nnn(CC(=O)Nc3sc4c(c3C#N)CCCC4)n2)cc1,-1,1,-0.4,2,0,8,5,-3,3,1
CC(C)Oc1ccc(/C=C(\C#N)C(=O)NC2CC2)cc1,3,4,0.5,-4,-2,1,2,-4,5,0
CCOP(=O)(OCC)C(NC(=O)Nc1ccc(Cl)c(Cl)c1)c1ccccc1 (stereo not drawn),22*,-9,0.3,8,3,10,0,-1,0,5
Cc1cccc(NC(=O)CNC(=O)[C@@H](Cc2ccccc2)NC(=O)[C@H]2O[C@@H](n3ccc(=O)[nH]c3=O)[C@H](O)[C@@H]2O)c1C,0,-9,0.5,5,2,-6,-8,6,2,4
O=C(COC(=O)C1CCCCC1)Nc1ccc([N+](=O)[O-])cc1,11,-11,0.4,2,-11,-7,3,1,2,1
C=CCN(C(=O)c1csnn1)C(C(=O)NC1CCCC1)c1ccccc1F (stereo not drawn),-13,0,0.2,-3,-16,-3,-5,-1,1,-2

# 4 compounds picked at random from those above:
SMILES,ADAM10 inh,TDP2 inh,KLK7 zymogen act,ADAM17 inh,ASAP1 GAP inh,ARFGAP1 inh,Tn6 DDE FP,LEDGF integ inh,Tn7 DDE FP,PLC-gamma1 inh
Cc1cc(OCC(=O)Nc2c(C)n(C)n(-c3ccccc3)c2=O)ccc1[N+](=O)[O-],3,-12,-0.4,-3,-4,-20,10,-2,6,-1
CCOC(=O)N1CCC(Nc2c(-c3ccc(C)c(C)c3)c(=O)c2=O)CC1,3,2,0.3,-3,-1,-11,8,-1,5,-3
COCC(=O)NC(C)c1nc2ccccc2[nH]1 (stereo not drawn),-5,-2,-0.3,2,-8,9,3,1,1,1
C=CCN(C(=O)c1csnn1)C(C(=O)NC1CCCC1)c1ccccc1F (stereo not drawn),-13,0,0.2,-3,-16,-3,-5,-1,1,-2

# New compounds follow
SMILES,ADAM10 inh,TDP2 inh,KLK7 zymogen act,ADAM17 inh,ASAP1 GAP inh,ARFGAP1 inh,Tn6 DDE FP,LEDGF integ inh,Tn7 DDE FP,PLC-gamma1 inh
CC(=O)c1ccc(Nc2nc(-c3ccccc3)nc3ccccc23)cc1,-84,4,0.2,-32,8,-8,2,2,1,-302
CCc1ccccc1Nc1nc(N)nc(CSc2nnnn2C)n1,5,-6,-0.2,3,5,-4,2,-4,6,1
O=S(=O)(CCN1CCOCC1)c1ccc(Cl)cc1,1,-15,-0.6,1,12,-5,-12,11,-4,6
Oc1ccc(C2=NNC(c3ccc(O)cc3)=NN2)cc1,4,28*,-0.2,-2,3,-14,6,1,0,1
COc1nc(N/N=C/c2cc3c(cc2Br)OCO3)nc(N2CCOCC2)n1,3,1,-0.7,-4,-10,-2,8,-2,4,5
Cn1cnnc1SCC(=O)Nc1ccc(Br)cc1F,-7,-1,0.0,-6,-4,14,-11,-2,-1,-2
COc1ccc([C@H]2CC(=O)C=C(c3ccc(OC)c(OC)c3)C2)cc1,-48,-1,-2.5,-11,6,6,7,2,2,-185
Cc1cc(C)c(S(=O)(=O)N2CCOC2CNC(=O)C(=O)NCc2ccncc2)c(C)c1 (stereo not drawn),-8,-2,-0.1,-3,-1,4,-1,-6,-5,-2
CN(C)CCCN(C(=O)c1ccc(S(=O)(=O)N2CCCCCC2)cc1)c1nc2c(F)cccc2s1,-9,10,-0.4,-3,-3,8,2,-3,-8,-1
Cn1c(N)c(C(=O)Nc2c(Cl)cccc2Cl)sc1=S,7,16,0.6,2,16,0,-4,0,5,4
O=C(CN1CCN(c2ccccc2)CC1)Nc1ccccc1Sc1ccccc1,11,14,-0.4,6,-10,-6,7,3,-1,4
O=C(NNC(=S)NC1CCCCC1)c1ccc(Cl)s1,-14,-2,0.6,5,-5,-5,5,-4,3,0
CCOc1ccc2c(c1)nc(SCC(=O)c1cccs1)n2C,6,5,-0.1,-2,7,0,-2,-3,4,5
CCOC(=O)C1(c2ccccc2)NC(c2ccccc2C)C2C(=O)N(c3ccc4c(c3)OCO4)C(=O)C21 (stereo not drawn),5,1,-0.5,0,6,11,1,0,-4,-1
COc1cccc2cccc(/C=N/n3cnnc3)c12,-98,-5,15*,-33,-4,9,15,2,3,i
COc1ccc(-n2c(SCC#N)nc3ccccc3c2=O)cc1,-4,6,-0.1,-3,-2,4,3,1,1,-1
O=Cc1ccc(OCC(=O)Nc2ccccc2-c2ccccc2)cc1,-3,-1,-0.3,0,-2,-2,-1,-5,-3,-1
O=C(CCc1nc2ccccc2c(=O)[nH]1)Nc1nnc(SCc2ccccc2F)s1,-17,8,-0.9,-4,-11,-14,-3,-4,-5,-10
COc1cc2c(cc1OC)CN(C(=O)CCNC(=O)c1ccccc1Cl)CC2,-24,0,0.0,0,1,5,2,0,-10,0
O=C1CSC(c2cn(-c3ccccc3)nc2-c2cc3ccccc3o2)N1Cc1ccccc1 (stereo not drawn),-13,15,-0.6,1,-14,-2,-3,2,-3,2
CCOC(=O)c1sc2nc(C)nc(SCC(=O)N(CC)C3CCS(=O)(=O)C3)c2c1C (stereo not drawn),6,6,0.6,1,6,-4,-4,1,5,2
COc1cc(/C=N/NC(=S)NCC2CCCO2)cc(OC)c1OC (stereo not drawn),0,-22,0.1,2,7,-8,-2,3,-8,5
COc1ccccc1NC(=O)C(C)OC(=O)CCNS(=O)(=O)c1ccc(C)c(C)c1 (stereo not drawn),7,-1,-0.1,-3,-9,18,-5,-1,6,-2
Cc1c(C)c2c(c(C)c1O)CCC(C)(C(=O)O)O2 (stereo not drawn),0,-8,0.3,-5,6,9,6,-1,2,2
C[C@@H]1CN([C@H](C)CO)C(=O)CCCn2nncc2CO[C@H]1CN(C)Cc1ccc(C(F)(F)F)cc1,-13,-3,0.2,-1,10,4,-2,0,-9,1
# Next section.
SMILES,ADAM10 inh,TDP2 inh,KLK7 zymogen act,ADAM17 inh,ASAP1 GAP inh,ARFGAP1 inh,Tn6 DDE FP,LEDGF integ inh,Tn7 DDE FP,PLC-gamma1 inh
O=C(NCC1CCCO1)C(c1cccs1)N(Cc1ccccc1)C(=O)c1ccc(-c2ccccc2)[nH]1 (stereo not drawn),30*,-14,-0.5,12*,-3,1,-7,-1,-2,2
COc1ccc(NC(=O)C2CCCCC2)cc1S(=O)(=O)N1CCOCC1,-20,-5,0.3,-2,0,-5,-6,-2,4,3
CCC(=O)Nc1ccc2c(c1)nc(CCN1CCC(C)CC1)n2C,-69,4,1.1,-34,6,-2,6,0,2,2
O=C(COC(=O)C1CC(=O)N(CCc2ccccc2)C1)c1ccc[nH]1 (stereo not drawn),6,10,0.1,-9,10,-12,2,0,4,3
CCc1ccc(NC(=O)C2CCN(S(=O)(=O)c3c(C)[nH]c(=O)[nH]c3=O)CC2)cc1,6,1,-0.2,-1,-3,-12,3,0,-3,2
CC(Oc1cccc(Br)c1)C(=O)NNC(=O)CCS(=O)(=O)c1ccccc1 (stereo not drawn),0,2,-0.1,-4,4,-2,4,0,9,0
